Source: PubChem
ARNT TACC3 PPI: disruptors of human ARNT/TACC3 interaction. Q9Y6A5. AlphaScreen His-ARNT PAS-B/GST-TACC3 binding, luminescence; TACC3 fragment carries E629A point mutation. inhibition, % at 9.99 µM. 390,000 compounds, 0.66% hits. AID 623870;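 active means mean inhibition of replicates at least 50% and at least half of replicates each reaching 50%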;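 further: 0% = complete ARNT plus TACC3 wells and 100% = ARNT alone without TACC3; many hits fall short of the cut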
RAD54 branch: blocks human RAD54 Holliday junction branch migration; Q92698; FAM/BHQ fluorescence; inhibition, % at 10.4 µM; 360,000 compounds, 0.14% hits; AID 602329;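 active means mean normalized replicate activity at least 40 and at least half of replicates scoring 40 or more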;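 further: 0% = median of neutral control wells and 100% = median of positive control wells; inhibitors cause a drop in the FAM fluorescence signal; in these data hits start at about 50%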
GSIS activator: primary screen for activators of insulin secretion dependent on glucose, INS-1E cells, GLuc reporter luminescence; INS-1E GLuc reporter insulin secretion, 2-3 h; activation, % at 16.6 µM; 370,000 compounds, 0.61% hits; AID 743287;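 active means lowest replicate activation of at least 40%, so every replicate reaches that level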;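 further: 0% = median of neutral control wells and 100% = median of IBMX positive control wells; some compounds called inactive have numbers as strong as hits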
esBAF inh: SWI/SNF esBAF complex inhibition; AID 602393; reporter increase, % at 12.5 µM; 350,000 compounds, 2% hits; mouse ES cells, Bmi1-luciferase knock-in reporter, 24 h; 100% = twice the neutral-well signal; in the data active means activation above about 40%;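 further: 0% = median of the plate's neutral control wells and 100% = double that signal; a rise in the Bmi1 reporter signal indicates esBAF inhibition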
ERAP1 inh: blocks human ERAP1 aminopeptidase activity. recombinant ERAP1, Leu-AMC fluorescence, 60 min. inhibition, % at 10.7 µM. 340,000 compounds, 0.15% hits;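 active means mean replicate inhibition of at least 30%, or all replicates individually reaching that 30% level; inactive means mean below 30% and not every replicate reaching it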;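 further: 0% = neutral control wells and 100% = L-leucinethiol positive control wells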
RAD52 inh: inhibitors of human RAD52 DNA annealing. 360,000 compounds, 0.46% hits. P43351. inhibition, % at 18.7 µM. AID 651710. recombinant RAD52 DNA annealing, FRET fluorescence;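 active means every replicate showing at least 50% inhibition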
Target sequence (P43351 whole entry, looked up): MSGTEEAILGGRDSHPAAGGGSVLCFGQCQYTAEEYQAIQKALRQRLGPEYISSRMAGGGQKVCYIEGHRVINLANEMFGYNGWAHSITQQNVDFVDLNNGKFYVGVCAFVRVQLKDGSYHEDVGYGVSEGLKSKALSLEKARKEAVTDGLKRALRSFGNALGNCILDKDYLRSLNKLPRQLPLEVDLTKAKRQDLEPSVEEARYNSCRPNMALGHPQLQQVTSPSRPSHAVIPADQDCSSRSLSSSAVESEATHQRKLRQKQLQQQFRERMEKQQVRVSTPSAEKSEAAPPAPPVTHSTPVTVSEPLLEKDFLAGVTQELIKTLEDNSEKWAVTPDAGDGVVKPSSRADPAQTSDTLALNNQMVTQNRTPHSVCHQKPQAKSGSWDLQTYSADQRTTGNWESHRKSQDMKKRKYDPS
CFTR F508del cor: correctors of CFTR F508del function in bronchial epithelial cells. CFBE cells, YFP halide quenching; stimulated with forskolin plus potentiator P3; % fluorescence drop versus neutral controls. activity (quench increase), % at 7.58 µM. 350,000 compounds, 0.36% hits. AID 720511;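 active means mean added fluorescence quench of at least 8% versus neutral control, with both replicates also reaching 8%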;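 further: cells transiently co-express mutant CFTR-F508del with the halide-sensitive YFP; corrector assay measuring rescue of mutant channel to the surface after 24 h compound exposure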
Xi reactivation: reactivates the inactive X chromosome in mouse fibroblasts | activation, % at 7.58 µM | AID 743238 | 360,000 compounds, 0.055% hits | XiGFP mouse fibroblasts, % GFP-positive cells imaging, 3 d; cells co-treated with 5-aza-dC sensitizer; scaled so ellipticine positive control = 100%;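 active means mean normalized replicate activation at least 10% and every replicate at or above 10%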;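 further: 0% = median of on-plate neutral control wells and 100% = ellipticine 6 µM median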
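assay system = SV40-immortalized XiGFP fibroblast cells, line 68-5-11 | buffer or medium = DMEM plus 5-aza-dC sensitizer | doses = single-point pinned compound dosing | times = 3-day compound exposure, then 15 min fixation at room temperature | benchmarks = positive control ellipticine, 6 µM final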
* marks the source's active call; other numbers are inactive results; . = no result given; & = joins results of further samples.

Structure,ARNT TACC3 PPI,RAD54 branch,GSIS activator,esBAF inh,ERAP1 inh,RAD52 inh,CFTR F508del cor,Xi reactivation
Cc1cccc(NC(=S)N2CCN(C(=O)c3ccco3)CC2)c1C,2,10,27,-1,3,-7,-1.3,0.0
CCc1nnc(NC(=O)c2nc(S(=O)(=O)Cc3ccccc3)ncc2Cl)s1,-16,-5,6,-58,-5,-4,0.7,0.2
CCCC(=O)OC[C@H]1CN(C2CCCC2)S(=O)(=O)c2c(Oc3ccc(F)cc3OC)cccc2O1,.,.,25,.,.,-9,0.8,0.0
C[C@H](CO)N1C[C@H](C)[C@@H](CN(C)S(C)(=O)=O)Oc2ccc(NS(=O)(=O)c3ccc(Cl)cc3)cc2C1=O,.,.,9,-3,.,.,-0.5,-0.1
COC(=O)c1cccc(N(CC(=O)NCC2CCCO2)C(=O)CCC(=O)Nc2cc(C)on2)c1 (configuration not stated),-3,-16,9,-2,3,-5,-0.5,0.0
C(=C\c1ccccc1)/CN1CCN(C(c2cc3ccccc3o2)c2nnnn2C2CCCC2)CC1 (configuration not stated),.,3,-14,6,-3,-24,-0.6,.
CCS(=O)(=O)Nc1ccc2c(c1)C(=O)N(C)C[C@@H](OC)[C@H](C)CN(C(=O)C1CCC1)[C@@H](C)CO2,-5,0,-3,-11,-3,-1,-0.8,0.0
COc1ccccc1C1=NN(C(=O)c2ccccc2)C(c2ccc(Br)cc2)C1 (configuration not stated),-6,0,-3,-1,0,-3,-0.6,0.1
Nc1cccc2c(O)cccc12,2,.,-7,.,-3,-7,0.6,0.0
Cc1ccc(Cn2c(C)c3cnn(CC(=O)NC4CCCC4)c(=O)c3c2C)cc1,-7,-11,10,18,3,-7,0.7,-0.1
CC(C)c1ccc(CN2CCC2(C)C(=O)Nc2cccc(Oc3ccccc3)c2)cc1 (configuration not stated),.,-3,-2,-2,-1,-12,1.7,0.0
C[C@H](CO)N1C[C@H](C)[C@@H](CN(C)Cc2ccc(Cl)c(Cl)c2)Oc2ccc(NS(C)(=O)=O)cc2C1=O,.,-9,9,0,1,10,3.9,0.0
CO[C@@H]1CN(C)C(=O)c2cc(NC(=O)c3ccc(F)cc3)ccc2OC[C@H](C)N(C)C[C@H]1C,-9,-2,-8,4,0,0,.,0.5
COc1ccccc1C(=O)NC(C)c1ccc(-n2ccnc2)cc1 (configuration not stated),0,10,7,.,2,-2,-1.4,0.0
COCCNC(=O)Cc1c(C)c2cc3c(cc2oc1=O)OC(C)(C)CC3,-7,7,2,12,-2,-16,-1.2,0.0
CC(=O)NC(Cc1c[nH]c2ccccc12)C(=O)NCc1ccco1 (configuration not stated),0,-2,20,-6,-3,-6,-3.0,0.2
O=C(CNC(=O)N1CC(=O)Nc2ccccc21)Nc1ccc(Cl)cc1Cl,.,-8,8,4,0,-1,-0.2,0.0
CC(=O)Nc1cc(-c2ccccc2CN(C)C)cn2c(-c3ccc(F)c(Cl)c3)cnc12,.,10,.,-1,5,2,-1.3,0.5
CSc1nc2ccc(NS(=O)(=O)c3ccc([N+](=O)[O-])cc3)cc2s1,0,-12,-15,.,-3,-9,-35,0.9
O=C(CC1CC1)N1CC2(C1)[C@H](c1ccccc1)[C@H](CO)N2Cc1cccc(F)c1,.,.,-24,.,0,6,1.2,-0.1
C/C=C/c1ccc2c(c1)O[C@@H](CN(C)C(=O)c1ccc(F)cc1)[C@@H](C)CN([C@H](C)CO)S2(=O)=O,-3&-2,-4&4&-2,-5&-1,-3&-3&1,-2&0&1,-10&-2&7,-0.4,0.0
COc1cc(/C(C)=N/NC(=O)Cc2c(C)[nH][nH]c2=O)ccc1O,4,5,11,.,6,-17,.,0.1
Cc1[nH]n(-c2ccccc2)c(=O)c1/C=N/c1ccccn1,7,-5,22,2,.,.,.,.
Cc1cc2oc(=O)cc(CN3CCN(S(=O)(=O)c4cccs4)CC3)c2cc1C(C)C,1,-7,7,-3,.,.,.,0.2
CCOC(=O)c1[nH]c(C)c(C(=O)N(CC)CC)c1C,7,3,-5,-4,-2,-20,-0.7,0.1
O=C(CCNC(=O)c1ccccc1Cl)Nc1ccc(Br)c(C(F)(F)F)c1,-4,-14,-2,.,-2,0,-2.0,0.2
CC(C)OC(=O)c1cccc2c1C(=O)c1ccccc1-2,5,3,6,.,1,-1,-0.8,0.0
CCc1nnc(SCc2ccc(CSc3nnc(CC)n3N)cc2)n1N,-17,-33,0,-10,.,.,.,.
O=C(N[C@@H](Cc1cccnc1)C(=O)N1CCC[C@H]1C(=O)NCCc1ccccc1Cl)C1CC1,.,.,.,.,2,-1,-5.9,0.2
Brc1ccc(COc2cccc3cccnc23)cc1,.,5,.,71*,.,-8,0.0,0.1
Cc1noc(C)c1NC(=O)N(C)C[C@H]1OCCCC[C@@H](C)Oc2ccc(NC(=O)C3CCCCC3)cc2C(=O)N([C@H](C)CO)C[C@H]1C,-8,1,3,4,4,5,-0.2,0.6
Cc1noc(C)c1S(=O)(=O)N(C)C[C@H]1OCc2cnnn2CCCC(=O)N([C@@H](C)CO)C[C@H]1C,8,4&1,6,-4&-1,1&-2,-1&-9,5.6&-0.4,0.1&0.3
COc1cc(-c2noc(C)c2C(=O)NCc2ccc3c(c2)OCO3)cc(OC)c1OC,-3,8,-1,4,-2,-180,-2.3,0.1
Cc1ccccc1C(=O)N1CCN(c2ccc(NC(=O)c3ccccc3[N+](=O)[O-])cc2)CC1,0,.,-15,.,7,0,-4.4,0.1
CCOC(CNC(=O)CN1C(=O)COc2ccc(S(=O)(=O)N3CCCC3)cc21)OCC,3,-4,9,4,0,1,2.3,0.0
CCOc1ccccc1NC(=O)CSc1nc(=O)n(CCCN2CCOCC2)c2c1CCC2,3,-1,-2,1,1,-5,-0.6,-0.1
Cn1c(=O)c2c(nc(CN3CCc4ccccc4C3)n2CCCO)n(C)c1=O,1,.,6,.,12,-10,.,0.0
N#Cc1c(-c2ccc(Cl)cc2Cl)nc2n(c1=O)CCS2,-3,7,4,-3,.,.,.,.
CCOc1ccccc1NC(=O)c1cnc(NS(=O)(=O)c2ccccc2)nc1,1,8,-5,4,3,-7,-0.9,0.5
COc1ccc(S(=O)CC(=O)Nc2ccccc2Cl)cc1 (configuration not stated),4,.,-4,.,1,-2,3.4,0.0
Cc1ccccc1-c1nc(C(=O)NCC2CCCO2)cc2c1[nH]c1ccccc12 (configuration not stated),-18,10,.,-10,-1,-17,1.6,.
COCC(=O)N1C[C@H]2[C@@H](c3ccccc31)[C@H](CO)N2C(=O)Nc1ccccc1Cl,2,-2,10,2,0,4,-1.3,0.0
CCOc1ccccc1OCCOc1cccc(C(F)(F)F)c1,-7,-14,-27,-6,.,.,.,.
COc1cc2oc(=O)cc(CN3CCCC3)c2cc1Cl,.,-8,-4,6,7,-3,-1.6,-0.1
O=C(CC1C(=O)NCCN1Cc1ccc(-c2ccccc2)cc1)NC1CCC1 (configuration not stated),.,.,0,.,-3,-35,2.2,0.0
Nc1cccc2c1C(=O)N(C(=O)/C=C/c1cccc(F)c1)C2=O,-11,.,-50,-4,-2,-21,3.3,0.2
CC(=O)NC1C(OC(=O)/C=C/c2ccccc2)OC(COC(C)=O)C(OC(C)=O)C1OC(C)=O (configuration not stated),-5,-17,4,0,-3,-19,2.2,0.3
O=C(O)c1cccc(NC(=O)c2ccc(CN3C(=O)c4ccccc4C3=O)cc2)c1,6,5,7,-5,-23,-36,-5.7,-0.1
Cc1noc(C)c1S(=O)(=O)N(C)C[C@@H]1Oc2ccc(NC(=O)NC3CCCCC3)cc2CC(=O)N([C@H](C)CO)C[C@H]1C,11,9,9,1,-1,3,-1.9,-0.8
CC[n+]1cc(-c2ccccc2)nc(N2CCOCC2)n1,-2,-6,5,11,8,-2,-1.9,.

The listing continues:
Structure,ARNT TACC3 PPI,RAD54 branch,GSIS activator,esBAF inh,ERAP1 inh,RAD52 inh,CFTR F508del cor,Xi reactivation
Cc1cc(C)c2oc(C(=O)N3CCN(C)CC3)cc(=O)c2c1,-9,-2,17,-2,-5,-14,0.4,0.1
COc1ccc(S(=O)(=O)N(C)C[C@@H]2OCCCC[C@H](C)Oc3ccc(NS(=O)(=O)c4cn(C)cn4)cc3C(=O)N([C@@H](C)CO)C[C@@H]2C)cc1,4,-1,-22,2,1,20,0.0,0.0
COc1ccccc1NC(=O)CSc1nnc(CNC(=O)c2cccs2)o1,-1,4,3,-2,-6,-3,-0.4,0.1
CCOC(=O)C1=C(Cn2ccc(C(F)(F)F)n2)NC(=O)NC1c1ccc2c(c1)OCO2 (configuration not stated),-34,6,-11,2,.,.,.,.
CCOC(=O)CC1=CC(C)(CC(=O)OCC)C(C#N)(C#N)C(N)=C1C#N (configuration not stated),3,4,-20,-2,.,.,.,.
Cc1nn(-c2ccc(F)cc2)c(Cl)c1/C=C(\CC(=O)O)c1nc2ccccc2s1,-3,1,11,-6,.,.,.,.
NC(=O)[C@H]1CC2(CC(c3cccc(NC(=O)c4ccccc4)c3)=NO2)CN1C(=O)[C@H]1CCC(=O)N1 (some centres not stated),-2,-2,4,0,1,-15,1.7,0.0
COc1ccc(NC(C)=[N+](C)CCNS(=O)(=O)c2ccc(Cl)cc2)cc1Cl,-3,1,13,1,14,0,-0.5,0.1
COc1ccccc1S(=O)(=O)Nc1ccc2c(c1)C(=O)N(C)C[C@H](OC)[C@H](C)CN[C@H](C)CO2,-5,-8,9,-6,.,-12,0.7,0.7
Cc1noc(C)c1NC(=O)N(C)C[C@H]1Oc2cc(C#CCC3CCCC3)ccc2S(=O)(=O)N([C@H](C)CO)C[C@H]1C,4,3,1,3,1,-6,3.6,-0.6
COc1ccc(-n2nc(C(=O)NCC(=O)N3CC(C)CC(C)C3)c3ccccc3c2=O)cc1OC (configuration not stated),29,-1,-5,-3,23,-8,4.4,-0.1
CC(C)c1ccc(CCNC(=O)CSC(=S)N2CCCC2)cc1,-8,0,5,0,-2,7,-1.4,-0.2
CC(=O)N1CC[C@@H]2[C@H](CO)Nc3ccc(C#Cc4ccccc4F)cc3[C@@H]21,-4,5,1,6,3,-37,-2.7,0.0
CCCNC(=O)Nc1ccc2c(c1)OC[C@@H](C)N(C(=O)c1ccccc1F)C[C@@H](C)[C@H](OC)CN(C)C2=O,0,5,-27,2,-4,3,3.5,-0.2
COCC(=O)Nc1ccc2c(c1)[C@H]1C[C@@H](CC(=O)NCc3ccc(Cl)cc3)O[C@H](CO)[C@H]1O2,0,-3,-1,-2,.,.,-1.5,0.0
OC[C@@H]1[C@H](c2ccc(C#CC3CC3)cc2)[C@@H]2CN(CCC(F)(F)F)CCCCN12,11,5,.,.,-1,25,3.8,.
COc1ccc(NS(=O)(=O)c2ccc(N3CCOCC3)c(NC(=O)c3cccc(F)c3)c2)cc1,-6,.,-10,12,.,.,.,0.0
C=CCN1c2ccccc2[C@]23C[C@@H](C(=O)OC)N(C(=O)NC4CCCC4)C2=NC(C(=O)OC)=C(C(=O)OC)[C@H]13,0,9,.,-6,1,-1,1.7,0.0
O=C(CN1CCc2ccccc21)NC(=O)NC1CCCCC1,1,.,-2,.,0,-24,-1.7,0.0
